# Source: PubChem BioAssay (several laboratories)
# JMJD2C inh = human JMJD2C demethylase inhibition; Q9H3R0; hit rate 0.069% among 330,000; GST-JMJD2C(1-420) H3K9me3 demethylation, DELFIA europium; inhibition, % at 2.35 µM;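 active = more than half of a compound's replicate wells show inhibition beyond 50%, single wells judged on their own value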;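 note: signal counts dimethyl H3K9 product captured on neutravidin plate; 0% = median of DMSO wells and 100% = 0.3 times that DMSO median; strong numbers were not always called active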
# PP1 counter = blocks human PP1-alpha phosphatase, a PP5 counter-screen; P62136; purified PP1alpha, OMFP fluorescence; inhibition, % at 6.7 µM; hit rate 0.9% among 320,000;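 active = inhibition above the mean inhibition of all tested compounds plus 3 SD, computed separately for each screening campaign, cut at about 15% in these data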
# Target sequence (P62136 whole entry, looked up): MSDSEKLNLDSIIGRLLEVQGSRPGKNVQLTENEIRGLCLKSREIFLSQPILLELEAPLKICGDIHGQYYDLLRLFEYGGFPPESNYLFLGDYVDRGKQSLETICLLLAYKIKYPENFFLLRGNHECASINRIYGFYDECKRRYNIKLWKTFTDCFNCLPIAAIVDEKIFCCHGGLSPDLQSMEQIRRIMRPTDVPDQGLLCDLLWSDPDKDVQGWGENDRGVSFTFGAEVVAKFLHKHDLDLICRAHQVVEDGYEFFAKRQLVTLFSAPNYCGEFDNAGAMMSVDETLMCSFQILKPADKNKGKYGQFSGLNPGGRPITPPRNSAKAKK
# PREPL inhibitor = inhibitors of human prolyl oligopeptidase-like enzyme PREPL | Q4J6C6 | recombinant PREPL, fluorescence polarization activity-based probe | inhibition, % at 5.96 µM | hit rate 0.68% among 320,000; in the data active = inhibition above about 43%;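 note: 0% = enzyme with DMSO and 100% = wells lacking enzyme; many of its hits are not listed in these tables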
# PP5 inh = PP5 (human) phosphatase inhibition | purified PP5c, OMFP substrate fluorescence | inhibition, % at 6.7 µM | hit rate 0.18% among 320,000 | AID 1987;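 active = inhibition above the campaign's mean inhibition across all tested compounds plus 3 SD, cut at about 9.5% in these data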;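 note: 0% = DMSO only and 100% = 100 µM cantharidin control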
# Target sequence (P53041 whole entry, looked up): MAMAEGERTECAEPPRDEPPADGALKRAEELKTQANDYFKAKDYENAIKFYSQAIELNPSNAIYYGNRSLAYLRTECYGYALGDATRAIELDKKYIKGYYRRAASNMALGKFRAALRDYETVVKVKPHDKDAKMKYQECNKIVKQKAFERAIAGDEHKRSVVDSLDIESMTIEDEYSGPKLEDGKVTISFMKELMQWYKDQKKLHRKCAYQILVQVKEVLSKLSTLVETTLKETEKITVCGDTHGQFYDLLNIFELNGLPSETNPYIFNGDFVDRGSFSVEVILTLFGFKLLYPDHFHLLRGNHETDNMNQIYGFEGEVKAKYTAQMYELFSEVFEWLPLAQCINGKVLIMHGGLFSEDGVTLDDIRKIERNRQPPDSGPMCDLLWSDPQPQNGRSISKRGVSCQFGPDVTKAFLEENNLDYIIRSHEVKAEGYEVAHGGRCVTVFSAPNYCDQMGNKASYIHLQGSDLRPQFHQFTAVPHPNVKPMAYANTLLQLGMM
# Efflux pump inh = inhibitors of Candida antifungal efflux pumps expressed in yeast | S. cerevisiae Candida pump triplex, Nile Red efflux | AID 485275 | inhibition, % at 10 µM | hit rate 0.44% among 330,000;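 active = plate passing quality check with inhibition over a set limit, or well fluorescence over plate mean plus 4 SD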;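 note: Nile Red retained in pooled yeast measured as flow cytometry median fluorescence; 0% = buffer negative control and 100% = Enniatin B positive control; higher means more Nile Red kept so more efflux inhibition; some compounds called inactive have numbers as strong as hits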
# LYPLA2 counter = LYPLA2 (human) inhibition in PME1 counter-screen; O95372; recombinant LYPLA2, FP-Rh probe fluorescence polarization; inhibition, % at 5.9 µM; hit rate 0.38% among 320,000; AID 2177;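 active = inhibition above the screen-wide mean plus 3 SD, limit set per campaign, cut at about 26% in these data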;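 note: 0% = LYPLA2 with DMSO and 100% = wells lacking LYPLA2 enzyme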
# Target sequence (O95372 whole entry, looked up): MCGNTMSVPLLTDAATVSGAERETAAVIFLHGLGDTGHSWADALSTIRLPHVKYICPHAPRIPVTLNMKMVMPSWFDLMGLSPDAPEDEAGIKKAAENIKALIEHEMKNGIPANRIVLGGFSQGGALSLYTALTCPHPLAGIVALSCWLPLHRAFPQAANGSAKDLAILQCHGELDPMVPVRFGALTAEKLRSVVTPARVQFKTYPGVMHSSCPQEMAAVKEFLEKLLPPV
# HCV core dimer = HCV core protein dimerization inhibition | TR-FRET GST/Flag-core106 dimerization, 1536-well | inhibition, % at 5 µM | hit rate 0.33% among 300,000 | AID 1899;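 active = inhibition above the mean of all tested compounds plus 3 SD, set per screening campaign, cut at about 45% in these data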
#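 System: GST-tagged and Flag-tagged HCV core protein residues 1-106 / Input: core106 proteins, GST 13.5 nM and Flag 17 nM / Buffer or medium: KF-containing HEPES buffer, pH 7.45, DTT, CHAPS, BSA / Probe or stimulus: Eu-anti-GST and XL665-anti-Flag labelled anti-tag antibodies / Schedule: 4 h, 22.5 °C incubation / Technique: TR-FRET 671 and 617 nm emission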
# TPT1 inh = C. albicans TPT1 enzyme inhibition; recombinant caTPT1, FP RNA substrate dephosphorylation; inhibition, % at 5 µM; hit rate 0.81% among 300,000; AID 1962;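 active = inhibition above the mean of all tested compounds plus 3 SD, set per screening campaign, cut at about 24% in these data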;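 note: plate controls were DMSO alone for no effect and ferristatin control at 100 nM for full effect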
# CTSL1 counter = blocks F. hepatica cathepsin L1 in PFM18AAP counter-screen | recombinant F. hepatica cathepsin L1, Z-Leu-Arg-MCA fluorescence | inhibition, % at 5.96 µM | hit rate 0.49% among 300,000;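 active = inhibition above the mean of all tested compounds plus 3 SD, set per screening campaign, cut at about 17% in these data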;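 note: 0% = plate median of test compound wells and 100% = 1 µM Z-Phe-Ala-diazomethylketone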
# Starred values were filed as active, the others as inactive; i = inactive; . = no result given; & = joins results of further samples. Only part of the results is shown; count on the stated rates, not on these rows.
compound	JMJD2C inh	PP1 counter	PREPL inhibitor	PP5 inh	Efflux pump inh	LYPLA2 counter	HCV core dimer	TPT1 inh	CTSL1 counter
CCn1cc(CNC(=O)CC2C(=O)NCCN2CC(c2ccccc2)c2ccccc2)cn1 (stereo not given)	-26	-4	-6	2.4	0.6	-3	-5	-4	-2
CSc1nsc(SC)c1NC(=O)OCC1CCCO1 (stereo not given)	3	-2	-1	1.8	-0.1	3	-1	0	2
CC(=O)c1ccccc1C(=O)N1CCCC(CNC(=O)c2ccccc2Cl)C1 (stereo not given)	-4	0	5	0.3	-0.1	-3	-2	0	2
CC(=O)Nc1ccc(C2C(=O)c3ccccc3C2=O)cc1	0	-2	-2	-0.3	-0.1	6	-20	-1	3
COc1ccc(-n2cc(CNCC3CC(=O)N(C4CC4)C3)c(-c3ccccc3Cl)n2)cc1 (stereo not given)	-4	0	15	2.9	-0.1	5	-6	-1	-1
CC(=O)N(Cc1cc(=O)[nH]c2ccccc12)c1ccc(C)cc1C	3	1	-25	-1.5	0.1	-3	1	-4	0
NC(=O)NCCc1ccccc1	2	0	10	2.3	-0.1	-1	-16	-4	-2
COn1c(=O)c(-c2ccc(C)cc2)[n+]([O-])c2ccccc21	-5	1	3	2.2	0.2	6	-3	3	-3
Cc1ccc(-c2noc(CCC(=O)Nc3cccc(C#N)c3)n2)cc1	-6	3	-8	3.3	-0.3	2	-3	-5	2
CCOc1ccc(OCCC(=O)Nc2ccc(F)cc2C)cc1	41	2	12	2.3	0.0	-5	-6	-1	0
Cc1ccc(/C=N/c2sc3c(c2C#N)CCC3)o1	4	-2	1	1.5	0.0	3	6	-2	5
COc1cc(C(CCN2CCOCC2)c2c(OC)cc(OC)c3c2OC(=O)CC3c2ccc(N(C)C)cc2)cc(OC)c1OC (stereo not given)	-6	2	9	4.6	0.2	-3	-1	3	-1
COc1cccc(-c2ncc3ccccc3c2COC(=O)N(C)C)c1	-1	-5	1	-0.3	-0.1	5	.	.	.
C=CCN1C(=O)CSc2ccc(C(=O)N3CCC(C)CC3)cc21	-1	-3	-2	-0.5	0.1	-3	0	-1	10
O=C1c2ccsc2SCCN1Cc1cccc(F)c1	5	1	-25	-1.9	0.1	-6	7	2	5
CCN1CCN(c2ccc(S(=O)(=O)N3CCOCC3)cc2NC(=O)CCC(C)C)CC1	-5	-5	3	1.0	0.1	0	3	-2	-3
CC(C)(C)c1ccc(C(=O)NCC(=O)N/N=C/c2ccccc2OCC(=O)O)cc1	-8	-4	-3	0.6	-0.2	2	2	3	2
Cc1ccn2c(Nc3ccc4c(c3)OCO4)c(-c3ccccn3)nc2c1	4	28*	77*	3.5	-0.8	8	-14	-7	9
CCOC(=O)C1CCN(CC(=O)c2ccc(O)c(C)c2O)CC1	11	0	15	-0.5	0.0	-2	5	-4	0
c1nc(N2CCCCCC2)c2[nH]cnc2n1	-1	-3	-2	0.9	0.1	0	-2	1	-1
CC(C)(O)C#Cc1ccc(C(=O)NC2CCCCC2)s1	0	2	-4	1.6	-0.2	-3	-3	5	0
Cc1ccc(-c2nnn(CC(=O)N(c3ccccc3)C(C(=O)NCC3CCCO3)c3ccc(F)cc3)n2)o1 (stereo not given)	8	4	-8	1.5	0.1	1	4	-5	-3
Cc1cc(F)ccc1Oc1cc(NN2CCCCC2)c([N+](=O)[O-])cc1[N+](=O)[O-]	-32	2	9	-6.7	-0.1	-8	3	2	1
Cc1nc(N2CCN(c3ccccn3)CC2)c2c(C)c(C(=O)Nc3ccc(Cl)cc3)sc2n1	3	-1	6	-1.4	-0.1	6	45	0	-1
CCOC(=O)c1c(/N=C/N(C)C)sc2c1CCC2	-1	0	10	3.9	-0.4	-1	-13	-2	-2
Cc1cccc2c(SCC(=O)NCC3CCCO3)nc(-c3ccc(F)cc3)nc12 (stereo not given)	8	-1	5	1.9	-0.1	2	0	0	-2
COC(=O)c1nnn(CC(=O)Nc2cccc(Cl)c2)c1C(=O)OC	37	-1	4	2.6	0.3	4	-3	4	-2
CC(=O)NNC1=Nc2ccccc2N(C)C(C)C1 (stereo not given)	17	1	1	3.1	0.2	5	-5	-2	-1
COc1ccc(C(=O)/C=C2\Sc3ccccc3N2C)cc1	14	-9	36	-0.4	0.0	-5	-21	2	1
CCOC(=O)COc1ccccc1C(=O)c1cnn(-c2ccccc2)c1	10	2	2	2.5	-0.1	0	-17	-3	-1

# The listing continues.
compound	JMJD2C inh	PP1 counter	PREPL inhibitor	PP5 inh	Efflux pump inh	LYPLA2 counter	HCV core dimer	TPT1 inh	CTSL1 counter
N#Cc1ccc(/C=C/C(=O)c2ccccc2)cc1	-4	-3	-6	-2.0	0.0	8	1	4	-2
O=c1c2ccccc2sn1-c1ccc(S(=O)(=O)N2CCCC2)cc1	-2	-4	2	2.0	0.1	3	15	0	-5
O=C(Cc1cccs1)NNC(=S)NC(=O)c1ccco1	-6	-2	2	-1.0	0.1	4	-1	-3	1
CCCn1c(C)cc(C(=O)COc2ccc(-c3nnco3)cc2)c1C	4	3	-12	-3.3	0.4	-1	11	1	-9
CC(C)(C)NS(=O)(=O)c1ccc2nc(NC(=O)c3ccc(N4C(=O)CCC4=O)cc3)sc2c1	-10	1	-2	1.4	0.1	11	10	3	3
CCOc1ccc(C(=O)NCC(=O)OCc2cc(C(C)=O)ccc2OC)cc1	-19	-4	-13	4.9	0.0	-3	-11	6	-18
CC(C)(C)NC(=O)CSc1ncnc2c1cnn2-c1ccccc1	11	0	8	-0.1	-0.3	-7	-11	0	3
O=C(c1ccccc1)c1c(-c2ccccc2)[nH]n(-c2ccccc2)c(=O)c1=O	-7	2	1	1.4	0.0	1	13	-2	1
Cc1ccc(C)c(S(=O)(=O)Nc2nc3ccc(S(N)(=O)=O)cc3s2)c1	6	-1	-7	3.3	-0.1	-7	9	0	-4
C/C(=N\O)c1cc(Cl)ccc1O	4	-1	7	-1.2	0.1	-1	1	-2	-1
C(=N\n1cnnc1)/c1cn(-c2cccs2)nc1-c1ccccc1	-9	6	-6	0.9	-0.1	-4	2	3	6
O=C(CSc1nnnn1-c1ccc2c(c1)CCC2)Nc1ccc2c(c1)OCCO2	-4	0	12	3.7	0.1	-4	5	-1	-2
CCOC(=O)NC(CC(=O)O)c1ccc(OCC)cc1 (stereo not given)	-20	9	6	-1.6	-0.1	3	-1	-1	-3
O=C(NC(=S)N1CCN(c2nc(-c3ccccc3)cs2)CC1)c1cccnc1	-4	-1	-4	0.6	0.1	1	6	2	-1
CC(=O)Nc1ccc(S(=O)(=O)N2CCC(C(=O)NC3CCCC3)CC2)cc1	-10	-3	0	3.0	0.1	-2	-2	-2	0
Cc1cc(-c2n[nH]c(=S)n2Cc2ccco2)n(C)n1	-1	0	0	-0.3	0.0	-5	4	1	-1
FC(F)(F)c1cccc(NC(=S)N2CCCCCC2)c1	-4	1	-2	-0.3	0.0	0	3	-2	1
Cc1ccc(Nc2nc(N)nc(CSc3nnc(C)s3)n2)cc1	0	1	-12	3.8	-0.1	-5	0	-2	0
O=S(=O)(Nc1cc(S(=O)(=O)N2CCOCC2)ccc1NCC1CCCO1)c1ccccc1F (stereo not given)	6	-6	17	2.3	-0.1	4	.	.	.
CN(C(=O)c1c[nH]c(=O)cc1C(F)(F)F)c1ccc(Cl)cc1	-5	-2	14	0.7	-0.2	-1	-11	-4	-4
COC(=O)Cc1ccc(NC(=S)N2CCCC(CO)C2)cc1 (stereo not given)	9	-1	-6	-2.0	0.1	-3	1	-1	-3
O=C1OC(N2C(=O)CC[C@H]2C(=O)NCC2CCCO2)c2ccccc21 (stereo not given in full)	7	-6	7	-0.7	-0.3	6	-4	0	8
Cc1cccc2cc3c(NC(=O)C(C)(C)C)nn(CC(C)C)c3nc12	-12	-4	6	1.9	0.4	0	-3	0	0
Cc1ccc(N2C(=O)CC(N(O)C3CC(=O)N(c4ccc(C)cc4)C3=O)C2=O)cc1 (stereo not given)	8	1	-9	1.7	-0.2	0	0	0	0
Cn1c(CC(=O)Nc2ccc(Cl)c(Cl)c2)nnc1SCC(=O)NCc1ccccc1	i	2	-10	0.0	-0.2	4	1	-3	0
O=C(OCC(=O)N1CCN(c2ccccc2)CC1)c1ccc(O)cc1O	-4	-3	7	5.2	0.0	5	3	0	-2
CCOc1cccc(-c2c(C(=O)N/N=C(\C)c3cccs3)nnn2-c2nonc2N)c1	0	10	-46	1.8	0.3	4	9	-3	-1
O=C(CCC1CCCN(C(=O)COc2ccccc2)C1)N1CCN(c2ccccn2)CC1 (stereo not given)	3	-4	-1	1.4	0.1	-1	-1	-2	0
Cc1ccc(C(O)(C(=O)NNc2ccccn2)c2ccc(C)cc2)cc1	40	0	18	-0.1	-0.1	4	-2	-3	7
CC(=O)CCc1ccc(OCCCOc2cccc3cccnc23)cc1	0	-2	2	1.4	0.1	9	7	-3	3

# Further records follow:
compound	JMJD2C inh	PP1 counter	PREPL inhibitor	PP5 inh	Efflux pump inh	LYPLA2 counter	HCV core dimer	TPT1 inh	CTSL1 counter
COc1cccc(NC(=O)Nc2nnc(N3C(C)CCCC3C)s2)c1 (stereo not given)	1	-7	19	-0.9	0.4	-8	0	1	-6
COC(=O)C1=C(SC)N(c2ccccc2)C(c2ccccc2)CC1=O (stereo not given)	-3	1	-2	-2.5	0.2	-7	-1	6	1
CC(C)(C)C1COc2ccccc2N1C(=O)c1ccccc1Cl (stereo not given)	9	0	-8	-0.6	0.1	0	14	1	-4
CCOC(=O)C1CCN(C(=O)COC(=O)c2ccc(=O)n(Cc3ccccc3)n2)CC1	4	-6	-1	1.0	-0.1	13	1	-3	15
O=C(O)CCCCCNC(=O)c1cccc(Br)c1	1	2	-8	0.1	-0.1	-3	1	-1	0
COc1ccc(Cl)cc1NC(=O)C1CCN(C(=O)C2CC(=O)N(c3ccc(C)cc3)C2)CC1 (stereo not given)	-1	0	4	2.9	0.1	6	-1	-1	6
CCC(=O)NCCc1nc2ccccc2n1CC	5	0	6	2.3	0.0	0	-9	-2	3
CN1CCN(S(=O)(=O)c2ccc(NC(=O)Nc3cccc(Cl)c3)cc2)CC1	0&0	3	12	5.1	0.1	-33	3	-3	-5
CC(C)c1nnc(NC(=O)c2ccc(S(=O)(=O)N3CCOCC3)cc2)s1	-13	-3	6	4.9	0.1	-2	-11	0	0
O=C(COC(=O)c1ccccc1Oc1ccccc1)NC1CC1	-3	-5	3	-2.0	-0.1	9	-6	-3	-8
C#CC[N+]1(CC#Cc2cccc(C)c2)CCCCC1	-25	-2	6	0.5	-0.4	3	-7	-6	-2
COc1ccc(CN2CCCC(CO)(Cc3ccc(F)cc3)C2)cc1C (stereo not given)	9	-4	-7	1.9	0.1	-3	-5	-1	-5
COC(=O)c1c(NC(=O)Cc2ccc(OC)c(S(=O)(=O)N3CCOCC3)c2)sc(C)c1C	0	-5	-6	1.6	0.0	-4	5	-2	0
CCCCOC(=O)NCN1C(=O)C2C3C=CC(C3)C2C1=O (stereo not given)	-7	-2	12	2.4	-0.1	-1	-1	-4	3
